Source: PubChem
TDP1 cell noCPT: qHTS for Inhibitors of human tyrosyl-DNA phosphodiesterase 1 (TDP1): qHTS in cells in absence of CPT; DT40 Tdp1-/- hTDP1 cells, no CPT, ATP luminescence, 48 h; Potency, µM (series often up to 46.2 µM), for inactives: top-dose activity change, negative = growth inhibition, actives largely listed as inhibitors; 15% of 420,000 active; AID 686978, 2013; note: nearly all actives have a fitted effect of over 55% in size
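Compound effects on proliferation are scored in DT40 Tdp1-/-;hTDP1 cells in the absence of CPT. ATP levels (CellTiter-Glo luminescence) are recorded after a ≥48 hr, 37 °C incubation.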
TDP1 inh: qHTS Assay for Inhibitors of Tyrosyl-DNA Phosphodiesterase (TDP1). Tyrosyl-DNA phosphodiesterase 1 (Homo sapiens), Q9NUW8. recombinant TDP1, AlphaScreen DNA substrate cleavage. Potency, µM (series often up to 130 µM), without a hit: top-dose activity change, negative = inhibition, usual class: inhibitors. 0.28% of 350,000 active. AID 485290, 2010; note: nearly all actives have a fitted effect of over 40% in size
Target sequence (Q9NUW8 whole entry, looked up): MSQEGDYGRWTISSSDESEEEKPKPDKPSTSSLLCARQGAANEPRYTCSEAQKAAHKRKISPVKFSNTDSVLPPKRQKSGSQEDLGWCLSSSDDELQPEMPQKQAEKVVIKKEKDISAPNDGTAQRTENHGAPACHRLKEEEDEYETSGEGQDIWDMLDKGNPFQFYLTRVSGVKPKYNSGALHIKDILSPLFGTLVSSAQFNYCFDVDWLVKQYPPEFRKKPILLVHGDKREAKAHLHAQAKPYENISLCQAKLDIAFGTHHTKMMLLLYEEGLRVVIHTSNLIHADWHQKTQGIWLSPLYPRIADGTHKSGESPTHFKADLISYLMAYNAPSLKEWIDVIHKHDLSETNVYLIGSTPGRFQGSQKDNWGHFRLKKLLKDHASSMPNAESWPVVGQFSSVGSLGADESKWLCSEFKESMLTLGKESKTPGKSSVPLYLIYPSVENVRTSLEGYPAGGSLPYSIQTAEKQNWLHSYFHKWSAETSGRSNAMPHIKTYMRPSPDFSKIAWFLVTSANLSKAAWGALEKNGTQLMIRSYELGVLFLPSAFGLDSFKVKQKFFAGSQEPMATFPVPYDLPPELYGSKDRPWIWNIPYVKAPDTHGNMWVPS
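Compounds were preincubated with Tdp1 (1 nM final) for 15 min at room temperature before substrate (15 nM final) started a 5 min reaction; beads (10 ug/ml final) were then added for 10 min before AlphaScreen detection.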
DT40 TDP1 CPT: qHTS for Inhibitors of human tyrosyl-DNA phosphodiesterase 1 (TDP1): qHTS in cells in presence of CPT | chicken DT40 Tdp1-/-;hTDP1 cells + 20 nM CPT, ATP luminescence, 48 h | Potency, µM (highest dose often 46.2 µM), without a hit: at the top dose activity change, negative = growth inhibition, usual class: inhibitors | 12% of 420,000 active | AID 686979, 2013; note: nearly all actives have a fitted effect of over 55% in size
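Chicken DT40 Tdp1-/- cells complemented with human TDP1, 400 cells/well, exposed to compounds plus 20 nM camptothecin for at least 48 h at 37 C; viability read as ATP content by CellTiter-Glo luminescence.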
* hit, by the source's call; ? = inconclusive; . = no result given; & = joins results of further samples; [ ] = remark or other dose. Calls come from the whole dose curve; as a rule, active = well fitted curve in the direction sought with a large enough effect; inconclusive = small, poorly fitted or top-dose-only effect, or another doubt; inactive = no such curve, though single readings can be large; an effect the other way counts as inactive or inconclusive. % is set by controls: 0 for no effect and ±100 for the full control effect; potency is the fitted concentration of half-maximal effect.

Values run as follows: TDP1 cell noCPT, TDP1 inh, DT40 TDP1 CPT
- O=C(Cn1nnc(-c2ccc(Cl)cc2)n1)N1CCN(C(=O)c2ccco2)CC1
    0%, 2%, 1%
- O=C(c1ccc(Cn2c(=O)[nH]c3ccsc3c2=O)cc1)N1CCN(c2ccccc2)CC1
    ?, 1%, ?
- C=CCn1c(SCC(=O)Nc2ccc3c(c2)CCC3)nc2ccccc2c1=O
    4%, 3%, 8%
- O=[N+]([O-])c1cccc2c3c([nH]c12)CCCC3
    -25%, ., 2%
- C=CCN(C(=O)CNC(=O)c1ccco1)C(C(=O)NC1CCCCC1)c1ccc(OC)cc1OC (stereo not drawn)
    -2%, 1%, -16%
- COC(=O)CSc1nc2ccccc2n1CC(=O)N(C(C)C)C(C)C
    1%, 7%, -3%
- CCOC(CCNC(=O)c1cn(CC(C)C)c(=O)c2c1c1ccccc1n2C)OCC
    -18%, ., 21%
- Cc1cnc(-n2ncc(C(=O)NCc3cccnc3)c2C)nc1-c1ccc(F)cc1
    -26%, ., -11%[9.04 µM]
- FC(F)(F)c1ccccc1-c1cc(NCc2cccnc2)ncn1
    24%, ., 9%
- CCNC(=O)CC1C(=O)N(c2ccc(C)cc2)C(=O)N1CCc1sccc1C (stereo not drawn)
    -6%, 5%, -5%

In a second layout: results already given
mol	TDP1 cell noCPT	TDP1 inh	DT40 TDP1 CPT
C=CCn1c(SCC(=O)Nc2ccc3c(c2)CCC3)nc2ccccc2c1=O	4%	3%	8%
O=[N+]([O-])c1cccc2c3c([nH]c12)CCCC3	-25%	.	2%
C=CCN(C(=O)CNC(=O)c1ccco1)C(C(=O)NC1CCCCC1)c1ccc(OC)cc1OC (stereo not drawn)	-2%	1%	-16%
COC(=O)CSc1nc2ccccc2n1CC(=O)N(C(C)C)C(C)C	1%	7%	-3%
CCOC(CCNC(=O)c1cn(CC(C)C)c(=O)c2c1c1ccccc1n2C)OCC	-18%	.	21%

Later entries
Values run as follows: TDP1 cell noCPT, TDP1 inh, DT40 TDP1 CPT
- CCCCNC(=O)C1(C)CCCCN1C(=O)c1ccc2c(c1)C(C)(C)CCC2(C)C (stereo not drawn)
    2.1µM*, ., 3.7µM*
- COc1ccc(-c2ccccc2)cc1NC(=O)c1cccs1
    ?, ., 1%
- CSCCC(c1nc2ccccc2[nH]1)n1c(=O)c(-c2cccnc2)nc2ccccc21 (stereo not drawn)
    -21%, ., -9%
- Cc1ccc(NC(=O)CSc2ccc3nnc(CCNS(=O)(=O)c4ccccc4)n3n2)cc1Cl
    ?, 0%, 16µM*
- N#CC(C(=O)Nc1ccccc1)=C1Nc2ccccc2N1
    -24%, 5%, -27%
- COc1cc(/C=C2\SC(=S)N(CCC(=O)N3CCN(C)CC3)C2=O)cc(OC)c1OC
    15µM*, 12%, ?
- CCOC(=O)c1c(NC(C)=O)sc2c1CCCNC2=O
    -12%, 9%, -22%
- O=C(CCc1ccccc1)Nc1ccc(S(=O)(=O)N2CCCC2)cc1
    -2%, 0%, -5%
- O=S(=O)(CC(CN1CCCC1)N1CCCC1)c1ccc2ccccc2c1 (stereo not drawn)
    4.6µM*, 2%, 3.3µM*
- CC(C)Oc1cccc(C(=O)N/N=C/c2ccoc2)c1
    0%, -12%, -2%
- COc1ccc(-c2cc(C(=O)Nc3ccc(Br)cc3)no2)cc1
    -20%, ., -5%
- O=C(NCC1CC1)c1onc(CSc2ccc(F)cc2)c1C(=O)NCC1CC1
    -28%, -17%, ?
- CC(=O)c1ccc(NC(=O)CSc2nc(C)cc(C)c2C(N)=O)cc1
    ?, -4%, -19%
- Nc1ccc(N(c2ccccc2)c2ccc(N)cc2)cc1
    13µM*, 13%, 16µM*
- C[C@H](NC(=O)C1(c2ccccc2)CCN(C(=O)[C@H]2CSCN2C(=O)OC(C)(C)C)CC1)C(=O)O
    -4%, -1%&3%, -7%
- CCc1nnc(SC(CC)C(=O)Nc2ccc(OC)c(Cl)c2)c2cc3occc3n12 (stereo not drawn)
    ?, 3%, ?
- COc1ccc(-c2cc(-c3ccc(Cl)cc3)n[nH]2)c(O)c1
    ?, ., ?
- CCOC(=O)Cc1csc(NC(=O)CCCCCN2C(=O)c3cccc4cccc(c34)C2=O)n1
    -20%, ., -21%
- COCC1COS(=O)(=O)NC1(C)C (stereo not drawn)
    3%, ., 0%
- COc1ccc(-c2ccccc2NC(=O)C2CCCN(Cc3ccc(C)o3)C2)cc1 (stereo not drawn)
    ?, 5%, ?
- Cc1ccc(-n2c(C)cc(C(=O)Cn3nc(C(=O)O)c4ccccc4c3=O)c2C)cc1
    ?, 5%, ?
- COc1ccc(S(=O)(=O)N(C)CC(=O)N2CCN(c3ccccc3)CC2)cc1
    -23%, ., -7%
- O=C(Nc1nc(-c2ccc([N+](=O)[O-])cc2)cs1)C1=COCCO1
    9.2µM*, ., -25%
- COc1ccc(N(C(=O)COc2ccccc2)C2C=CS(=O)(=O)C2)c(OC)c1 (stereo not drawn)
    -8%, 4%, -2%
- CCOc1ccc(C(=O)Nc2ccccc2OCc2cc(=O)n3ccccc3n2)cc1
    -15%, 0%, -3%
- CCOCCCNC(=O)CCCC1=NS(=O)(=O)c2ccccc2N1
    3%, -3%, 0%
- C(=C\c1ccccn1)/c1ccccn1
    -16%, 5%, 4%
- C=C(C)C(=O)Oc1ccc(N=Nc2ccc(C)cc2)ccc1=O
    2.9µM*, ., 10µM*
- CCCOc1ccc(/C=C2/C(=O)ON=C2C)cc1Cl
    ?, ., 18µM*
- N#CCCN(C1CCCCC1)S(=O)(=O)CCOc1ccccc1
    ?, 3%, -1%
- COc1ccc(NC(=O)C2CCCN(S(=O)(=O)c3cccc4cccnc34)C2)cc1OC (stereo not drawn)
    -71%, -2%, ?
- CC(=O)Nc1ccc(C(=O)N/N=C/c2cc(Br)cc(Br)c2O)cc1
    10µM*, 2%, 12µM*
- O=[N+]([O-])c1nccn1CCCCCCN1CCOCC1
    -7%, ., 3%
- CC(CC(=O)Nc1ccccc1)n1ccnc1 (stereo not drawn)
    37%[activator], 2%, -13%
- Cc1ccccc1Oc1ncnc(N)c1[N+](=O)[O-]
    -3%, 4%, 6%
- CCCN(C(=O)c1cc2c(s1)CCC2)c1c(N)n(Cc2ccccc2)c(=O)[nH]c1=O
    3%, ., 1%
- O=C1CN(S(=O)(=O)c2ccc(Cl)cc2)CC(=O)N1CCc1ccccc1
    0%, 4%, -8%
- CC1CCCCN1CCCNC(=O)c1ccc(Br)cc1 (stereo not drawn)
    -22%, ., 4%
- O=C(CN1CCN(c2ccc(F)cc2)CC1)NC(=O)NCc1ccco1
    -21%, 1%, 20%
- COc1cc(S(=O)(=O)NCc2ccc3c(c2)OCO3)ccc1F
    -6%, ., -19%

Single records, as listed above. Order of screens: TDP1 cell noCPT | TDP1 inh | DT40 TDP1 CPT
O=[N+]([O-])c1cccc2c3c([nH]c12)CCCC3 in the list: -25% | . | 2%
COc1ccc(-c2ccccc2)cc1NC(=O)c1cccs1 in the list: ? | . | 1%

(listing goes on)
Values run as follows: TDP1 cell noCPT, TDP1 inh, DT40 TDP1 CPT
- CC(=O)c1ccc(Oc2cnccn2)cc1
    -3%, 0%, 8%
- O=C(O)[C@H]1CCCC[C@H]1C(=O)NCCc1ccccc1
    -2%, -1%, 4%
- Cn1c(SCc2cc([N+](=O)[O-])cc3c2OCOC3)nnc1-c1ccccn1
    -26%, -5%, -2%
- Cc1ccccc1OCC(=O)Nc1cccc(C(=O)OCc2cc(=O)n3c(C)csc3n2)c1
    ?, -1%, ?
- CCCCn1c(N)c(N(CCOC)C(=O)c2ccc(S(=O)(=O)N3CCCCC3)cc2)c(=O)[nH]c1=O
    -18%, -8%[0.505 µM], -3%
- O=C(Nc1c2c(nn1-c1ccccc1)CS(=O)C2)c1ccc(Br)o1 (stereo not drawn)
    16%, 2%, 4%
- COc1ccc(C(=O)c2c(-c3ccsc3)oc3ccc(-c4ccc(OC)cc4)cc23)cc1
    ?, ., -21%
- COc1ccc(C2(C)NC(=O)N(CC(=O)NC(C)c3ccc(CC(C)C)cc3)C2=O)cc1 (stereo not drawn)
    ?, ., ?
- Cc1nc(NC(=O)CCc2ccccc2)sc1C
    ?, 8%, ?
- CCCCOc1ccc(C(=O)Nc2ccc(C)cc2[N+](=O)[O-])cc1
    ?, 4%, -13%
- O=C(Cn1ncc2c([nH]c3ccccc32)c1=O)NCC1CCN(Cc2ccccc2F)CC1
    -2%, -3%, -17%
- CC(C)c1nc2cc3ccccc3cc2[nH]1
    -18%, -2%, -15%
- O=[N+]([O-])c1ccc(NC(=S)N2CCN(c3ccccc3)CC2)cc1
    -25%, 3%, -14%
- CCOc1ccccc1NC(=O)Cn1ccn(Cc2ccc(C)cc2)c(=O)c1=O
    -14%, 0%, -7%
- CCOC(=O)C1(C)CCCN(C(=O)c2cccc(C(F)(F)F)c2)C1 (stereo not drawn)
    ?, ., ?
- O=C(CN(CCc1ccccc1)S(=O)(=O)c1ccc(Br)cc1)N/N=C/c1ccc2c(c1)OCO2
    ?, 5%, ?
- COc1ccc(NC(=O)CSCC(=O)N(C)Cc2ccc3c(c2)OCCO3)cc1
    -8%, 1%, -4%
- CCC12C(=O)C(CC)(C(c3ccccc3)=C1c1ccccc1)[C@@H]1C(=O)N(c3ccccc3)C(=O)C12 (stereo partly drawn)
    ?, 1%, ?
- Cc1cc(OCC(=O)N(C(C)C)C(C)C)cc(C)c1Br
    ?, 0%, ?
- Cc1ccc(C(NC(=O)N2CCCCC2)=C(Cl)Cl)cc1F
    -34%, 3%, 13µM*
- CCc1cccc(C)c1NC(=O)c1cc(S(=O)(=O)NCc2ccccc2Cl)ccc1F
    26µM*, 3%, 21µM*
- CCCC/C(C)=N/NC(=O)Nc1ccccc1
    1%, 7%, 3%
- C=CCc1cccc2cc(NC(C)=O)c(=O)oc12
    ?, -2%, -21%
- COc1cc(NC(=O)CCCN2C(=O)NC(C)(C)C2=O)cc(OC)c1
    2%, 0%, 4%
- O=C(C[C@H]1C/C=C\CC[C@H](Cc2ccc(F)cc2)C(=O)OC[C@@H](Cc2c[nH]c3ccccc23)NC1=O)NCCO
    ?, 2%, ?
- O=C(CNc1cccc2ccccc12)N/N=C/c1ccccn1
    ?, 7%, ?
- Nc1c(C(=O)Nc2ccc3c(c2)OCCO3)nnn1Cc1ccccc1Cl
    -29%, 6%, ?
- Cc1cccc(C(=O)OCC(=O)N2CC(=O)Nc3ccccc32)c1C
    -21%, -4%, -5%
- COc1ccccc1/C=C/C=C1\Oc2c(ccc(O)c2CN2CCN(CCO)CC2)C1=O
    ?, 0%, ?
- CC(C)N1CC(=O)N2CSCC2C1=O (stereo not drawn)
    -1%, ., 0%
- CC12CCC(C(=O)N3CCN(c4ncccn4)CC3)(c3nc4ccccc4nc31)C2(C)C (stereo not drawn)
    23µM*, 4%, -11%
- CC(=O)c1ccc(N2Cc3ccccc3C2)cc1
    ?, ., 12%
- C=CCSC1=N/C(=C/c2ccsc2)C(=O)N1c1ccccc1
    5%, 0%, -12%
- Cc1ccc2oc(C(=O)Nc3nnc(CC(C)C)s3)cc(=O)c2c1
    -15%, 9%, 0%
- c1ccc(CNc2ncnc3scc(-c4cccs4)c23)nc1
    9.2µM*, 0%, 10µM*
- O=C(COc1ccc(S(=O)(=O)N2CCOCC2)cc1Cl)N1CCOCC1
    -25%, 4%, 2%
- COc1cc(CCNC(=O)c2cnn3ccccc23)cc(OC)c1OC
    ?, 5%, ?
- O=S1(=O)CCN2C(=N1)SC1=C2CCN(Cc2ccccc2)C1
    -16%, 5%, -8%
- N[C@H](Cc1c[nH]c2ccccc12)C(=O)O
    -13%, 6%, -23%
- COc1ccc(NC(=O)CO/N=C2\CCCc3nonc32)cc1
    -8%, -1%, -11%
- CSc1ccc(CN2CCN(Cc3ccc([N+](=O)[O-])cc3)CC2)cc1
    21µM*, -2%, ?
- COc1cc2c(cc1OC)CN(Cc1ccc(C)cc1)CC2
    -28%, ., -16%
- Cc1ccccc1-c1nc(Nc2ccncc2)c2ccccc2n1
    -18%, ., -6%
- COc1ccc2c(c1)c1c(c(=O)n(Cc3ccccc3)c(=O)n1CC(=O)NCc1ccccc1)n2C
    -11%, 3%, -13%
- COc1ccc(OC)c(NC(=O)Nc2cccc(OCc3cc(=O)n4cc(C)ccc4n3)c2)c1
    18µM*, 0%, 8.2µM*
- COc1ccc(NC(=O)C2CCN(C(=O)[C@@H]3Cc4ccccc4CN3)CC2)cc1
    2%, 3%, -2%
- CC(C)C1C(=O)N(Cc2cn(CC3CCCCC3)nn2)CCS(=O)(=O)N1Cc1ccc(-c2ccccc2)cc1 (stereo not drawn)
    4.1µM*, ., 13µM*
- COc1ccc2[nH]cc(CCNc3cc(-c4ccccc4Cl)ncn3)c2c1
    3.7µM*, ., ?

Compounds were not picked by outcome; 18% or so of the library scored in one or more.
